Screens (PubChem BioAssay)
Vif inh: inhibitors of HIV Vif; inhibition, % at 7.49 µM; HEK293T cells, Vif self-association by quenched fluorescence, imaging, 24 h; hit rate 0.35% among 340,000; in the data active means inhibition above about 50%, passing the limit was not always enough; further: some results filed as inactive read as strong as hits
NR2E3 ag-1: agonists of human NR2E3 nuclear receptor; CHO-S Gal4-NCOR/VP16-NR2E3 two-hybrid, luciferase; AID 602229; inhibition of corepressor binding, % at 3.98 µM; hit rate 0.35% among 360,000; Q9Y5X4;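 active means inhibition above the mean of all tested compounds plus 3 SD, cut at about 70% in these data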;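 further: 0% = DMSO with NR2E3 transfected cells and 100% = cells lacking NR2E3 construct; higher means lower luciferase signal from less NR2E3 corepressor binding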
Target sequence (Q9Y5X4 whole entry, looked up, the tested form may be a part): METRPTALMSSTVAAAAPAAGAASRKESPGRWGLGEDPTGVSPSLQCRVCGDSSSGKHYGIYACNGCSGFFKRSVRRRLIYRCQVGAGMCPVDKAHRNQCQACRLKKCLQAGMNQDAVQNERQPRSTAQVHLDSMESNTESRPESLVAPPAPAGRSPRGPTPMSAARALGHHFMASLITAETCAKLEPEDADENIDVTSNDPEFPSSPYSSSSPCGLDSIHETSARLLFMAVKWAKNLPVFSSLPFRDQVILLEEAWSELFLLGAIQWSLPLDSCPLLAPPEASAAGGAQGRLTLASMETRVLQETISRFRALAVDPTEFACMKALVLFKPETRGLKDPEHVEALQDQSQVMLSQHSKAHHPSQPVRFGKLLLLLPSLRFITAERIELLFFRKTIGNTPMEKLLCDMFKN
NR2E3 ag-2: agonists of human nuclear receptor NR2E3; Q9Y5X4; GST-NR2E3/biotin-RetCOR TR-FRET, 1536-well; inhibition of corepressor binding, % at 4.78 µM; hit rate 0.12% among 320,000; AID 2300;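 active means percent inhibition above the cutoff of mean plus 3 SD of all tested compounds, set per screening campaign, cut at about 20% in these data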;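 further: 0% = DMSO wells and 100% = biotin wells as full block of FRET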
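Material: NR2E3–RetCOR corepressor complex / Incubation: Compound–protein incubation for 5 h at 4 °C / Dosing: compound at 4.8 µM, single dose / Detection: time-resolved FRET / Benchmarks: high control biotin, low control 0.6% DMSO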
KKLEB tox: counter-screen for CF NF-kB inhibitors: cytotoxicity; activity change (cytotoxicity), % at 5 µM; KKLEB CF airway cells viability, ATPlite luminescence, overnight; stronger effect = lower value; cells stimulated with P. aeruginosa culture filtrate; hit rate 0.36% among 360,000;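 active means corrected activity change at or below -50% at 5 µM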
Peg3 promoter: reduces Peg3 promoter-driven luciferase expression in HeLa; HeLa PEG-Prom luciferase reporter, luminescence, overnight; inhibition, % at 20 µM; hit rate 1.7% among 360,000;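 active means inhibition of at least 50% at 20 µM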
CF NFkB block: blocks PAF-induced NF-kB reporter in cystic fibrosis cells. KKLEB NF-kB-GFP reporter, GFP fluorescence overnight. inhibition, % at 5 µM. hit rate 0.86% among 360,000. AID 588850;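 active means at least 50% inhibition at 5 µM, scaled per plate between neutral and stimulator controls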;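 further: PAF is a Pseudomonas aeruginosa culture filtrate used as stimulus; plate controls were PAF-stimulated DMSO wells for no effect and unstimulated DMSO wells for full effect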
HIF-2a inh: blocks HIF-2a reporter activity | hit rate 0.72% among 360,000 | inhibition, % at 18.8 µM | 786-0 RCC cells HIF-2a reporter, luciferase luminescence, overnight;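 active means inhibition of the luminescence signal of 40% or more relative to plate controls, in a single-dose primary screen at 18.75 µM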
TRPM1 prom inh: reduces MITF-dependent TRPM1 promoter luciferase signal. hit rate 0.83% among 330,000. inhibition, % at 12.5 µM. SK-MEL-5 TRPM1 promoter luciferase, 24 h. AID 488899;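 active means mean inhibition across replicates of 60% or more, whatever share of single replicates reaches that level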; further: values of inactives mirror those of a sister screen read the other way
PDI inh: blocks human protein disulfide isomerase activity | inhibition, % at 10 µM | hit rate 0.052% among 350,000 | P07237 | PDI insulin aggregation turbidity, A650, 90 min | AID 588391;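 active means mean inhibition across replicates of 30% or more, whatever share of single replicates reach that level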;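 further: absorbance from insulin aggregation driven by PDI reduction with DTT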
Target sequence (P07237 whole entry, looked up): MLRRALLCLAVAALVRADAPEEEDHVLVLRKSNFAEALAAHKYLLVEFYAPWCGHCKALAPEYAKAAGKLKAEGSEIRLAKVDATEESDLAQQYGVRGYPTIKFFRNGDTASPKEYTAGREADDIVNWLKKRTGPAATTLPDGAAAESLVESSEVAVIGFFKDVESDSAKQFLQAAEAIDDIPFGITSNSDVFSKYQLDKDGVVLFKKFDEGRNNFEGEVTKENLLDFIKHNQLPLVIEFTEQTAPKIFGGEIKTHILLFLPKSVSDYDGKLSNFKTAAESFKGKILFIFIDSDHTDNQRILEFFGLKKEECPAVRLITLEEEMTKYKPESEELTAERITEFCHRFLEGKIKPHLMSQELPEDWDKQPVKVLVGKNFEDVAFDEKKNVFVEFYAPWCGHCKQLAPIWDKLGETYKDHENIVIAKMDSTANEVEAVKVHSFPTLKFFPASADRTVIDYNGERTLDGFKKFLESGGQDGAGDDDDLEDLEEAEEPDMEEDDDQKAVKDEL
Shn3 3UTR inh: reduces Shn3 3'UTR luciferase signal in osteoblasts; Clone20 osteoblast Shn3 3'UTR firefly luciferase, 24 h; inhibition, % at 12.5 µM; hit rate 0.52% among 360,000; AID 588674;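 active means mean inhibition of at least 75% with every replicate also reaching 75%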;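 further: 0% = median of neutral control wells and 100% = pilot-screen positive control compound; some compounds past the cut are filed as inactive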
CaV13 FRET inh: Primary screen for inhibitors of IQ motif and Ca2+-dependent inactivation inhibitor domain binding in CACNA1D, Förster resonance energy transfer in living cells, …; HEK cells, CFP/YFP FRET ICDI-IQ, plate reader, 10 min; percent FRET-ratio fall versus neutral wells; inhibition, % at 12.3 µM; hit rate 0.098% among 340,000;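 active means mean replicate inhibition of at least 30% and at least 1% of replicates passing that level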;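 further: 0% = median of the neutral control wells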
* = called active by the depositor; · = not tested or not shown.

SMILES | Vif inh | NR2E3 ag-1 | NR2E3 ag-2 | KKLEB tox | Peg3 promoter | CF NFkB block | HIF-2a inh | TRPM1 prom inh | PDI inh | Shn3 3UTR inh | CaV13 FRET inh
CC1(C(=O)NC2CCCCCC2)CCN1C(=O)C1(c2ccccc2)CC1 (stereo not drawn) | -5 | 8 | · | -3 | 9 | 0 | 16 | · | 8 | -18 | -11
COc1cc2c(C)nc3c(c(C)nn3-c3ccccc3)c2cc1OC | 9 | -26 | 2 | -5 | -7 | -55 | 14 | -11 | -5 | 4 | -2
O=C(C1=C(O)C(=O)N(CCCN2CCOCC2)C1c1ccccn1)c1cc2ccccc2o1 (stereo not drawn) | -2 | -8 | 34* | 9 | 1 | -12 | 4 | -5 | 3 | -2 | -5
CCOc1cc(-c2noc(CCCC(N)=O)n2)cc(Br)c1OC | 8 | -19 | -1 | 1 | 9 | -18 | 2 | -2 | 4 | 8 | -4
N#Cc1cccc(Nc2c3c(nc4ccccc24)CCC3)c1 | -1 | -7 | -1 | 0 | 21 | 1 | 27 | 6 | 14 | 25 | -11
C[C@@H]1COC(=O)[C@@H](CC(=O)OC(C)(C)C)C/C=C\C[C@@H](CC(=O)NCCO)C(=O)N1 | 1 | -10 | · | 6 | -10 | 9 | 0 | 0 | 2 | -3 | -2
O=C(CN1CCCC1)Nc1ccc2c(c1)CCC2 | -1 | -32 | 0 | 2 | -71 | -14 | -86 | -12 | -2 | -13 | -2
CC1CCCC(NC(=O)c2cc(-c3ccncc3)nc3ccccc23)C1C (stereo not drawn) | -4 | 12 | · | 7 | 23 | -21 | 13 | 10 | -5 | 0 | -6
O=C(NNC(=O)c1cccc2ccccc12)c1ccco1 | 5 | -6 | 1 | 7 | -26 | 0 | -12 | -9 | 0 | -7 | -5
Cc1cccc(C)c1NC(=O)CC(NCCc1ccccc1)C(=O)O (stereo not drawn) | 8 | -9 | -4 | -4 | -33 | 12 | 20 | 3 | 0 | -13 | -4
Cc1ccccc1C(=O)NC1CCN(CC(=O)Nc2ccc3c(c2)OCO3)CC1 | 9 | -23 | -1 | 3 | 17 | 0 | 12 | 14 | 7 | 18 | -5
Cc1ccc(CNC(=O)COc2ccc(C)nc2[N+](=O)[O-])cc1 | 7 | -9 | -1 | 1 | 8 | 14 | 14 | 2 | -2 | -18 | -3

Four of the compounds above, as a markdown table.
| molecule | Vif inh | NR2E3 ag-1 | NR2E3 ag-2 | KKLEB tox | Peg3 promoter | CF NFkB block | HIF-2a inh | TRPM1 prom inh | PDI inh | Shn3 3UTR inh | CaV13 FRET inh |
| --- | --- | --- | --- | --- | --- | --- | --- | --- | --- | --- | --- |
| C[C@@H]1COC(=O)[C@@H](CC(=O)OC(C)(C)C)C/C=C\C[C@@H](CC(=O)NCCO)C(=O)N1 | 1 | -10 | · | 6 | -10 | 9 | 0 | 0 | 2 | -3 | -2 |
| O=C(CN1CCCC1)Nc1ccc2c(c1)CCC2 | -1 | -32 | 0 | 2 | -71 | -14 | -86 | -12 | -2 | -13 | -2 |
| CC1CCCC(NC(=O)c2cc(-c3ccncc3)nc3ccccc23)C1C (stereo not drawn) | -4 | 12 | · | 7 | 23 | -21 | 13 | 10 | -5 | 0 | -6 |
| O=C(NNC(=O)c1cccc2ccccc12)c1ccco1 | 5 | -6 | 1 | 7 | -26 | 0 | -12 | -9 | 0 | -7 | -5 |

(continued)
SMILES | Vif inh | NR2E3 ag-1 | NR2E3 ag-2 | KKLEB tox | Peg3 promoter | CF NFkB block | HIF-2a inh | TRPM1 prom inh | PDI inh | Shn3 3UTR inh | CaV13 FRET inh
CCOc1ncccc1C(=O)Nc1cc(C(F)(F)F)ccc1N1CCOCC1 | -2 | 23 | -5 | 3 | 6 | -14 | -32 | · | 19 | 4 | -16
COc1ccc(CNC(=O)CCCn2ncn3c(cc4occc43)c2=O)cc1 | 2 | -38 | 4 | -18 | 5 | 16 | -3 | -11 | 0 | 11 | -7
O=C(N/C(=C/c1cccc([N+](=O)[O-])c1)C(=O)N1CCOCC1)c1ccccc1Br | -3 | -6 | -4 | -14 | -1 | 16 | 22 | 16 | 0 | -6 | -6
CCCN(CCC)C(=O)c1ccc2c(c1)OCO2 | 10 | -20 | 1 | -2 | 13 | 3 | 6 | -6 | 5 | 9 | -5
COc1ccc(/C=N/NC(=O)c2ccccc2O)cc1Cn1cc([N+](=O)[O-])cn1 | 1 | -33 | -1 | -2 | 18 | 9 | 7 | 10 | -5 | 12 | 4
COc1cccc2sc(N(CCN(C)C)C(=O)/C=C/c3cccs3)nc12 | 0 | 2 | -3 | -20 | 13 | 36 | 23 | 47 | -3 | -2 | -5
CCOC(=O)C1CCCN(Cc2nc(N)nc(Nc3ccccc3OC)n2)C1 (stereo not drawn) | 18 | 4 | 1 | 14 | 26 | -17 | 9 | · | 15 | -8 | -5
CN1CCN(C(=O)c2ccc3c(c2)S(=O)(=O)c2ccccc2C3=O)CC1 | -1 | -6 | 4 | -4 | 2 | 5 | 2 | -5 | 1 | 1 | -6
COc1ccc(N(CC(=O)NCc2ccc(Cl)cc2)S(=O)(=O)c2c(C)n[nH]c2C)cc1 | -5 | 6 | 2 | 14 | 0 | -9 | 15 | 11 | 7 | 1 | -2
Clc1ccc(OCc2nc(-c3ccncc3)no2)cc1 | -3 | -88 | 3 | -14 | -172 | 8 | -241 | -68 | 0 | -64 | -5
CC(C)(C)c1ccc(S(=O)(=O)NCC(=O)N2CCN(Cc3ccccc3)CC2)cc1 | -3 | 4 | 5 | 8 | 10 | -2 | 10 | -2 | 4 | 4 | -11
O=C(c1cc(Br)c(Br)s1)N1CCN(C/C=C/c2ccccc2)CC1 | -3 | 14 | -3 | 2 | 5 | -13 | 8 | 14 | -1 | -1 | -4
COc1cccc(NC(=S)NC(=O)/C=C/c2ccco2)c1 | 102* | 2 | 2 | 7 | -17 | -4 | -136 | 0 | 5 | -7 | -20
O=[N+]([O-])c1ccccc1S(=O)(=O)Nc1ccc(-c2ccc(N3CCOCC3)nn2)cc1 | 2 | -31 | 1 | 12 | -65 | 3 | -25 | -15 | 0 | -27 | -6
CCOc1ccc(OCC)c(S(=O)(=O)NC2CC(C)(C)NC(C)(C)C2)c1 | 3 | -29 | 2 | 3 | 1 | 5 | 5 | -14 | 1 | 2 | -4
O=C(c1sc(N2CCOCC2)nc1-c1ccccc1)N1CCCCC1 | 5 | -4 | 7 | 5 | -7 | 2 | 13 | 2 | 4 | -10 | -20
Clc1ncccc1-c1nc2ccccc2s1 | 5 | -51 | 2 | 6 | -223 | -11 | -217 | -39 | 7 | -36 | -5
CCC(C)C(=O)N1c2ccccc2C(=C2SC(C(=O)OC)=C(C(=O)OC)S2)C(=S)C1(C)C (stereo not drawn) | -14 | 5 | 0 | 11 | 20 | -11 | 15 | -1 | 2 | 16 | -5
CCOC(=O)Cc1csc(SCC(=O)/C(C#N)=C(\C)N)n1 | 14 | -18 | 1 | 3 | 14 | -2 | 10 | 6 | -13 | 20 | -4
CCOC(=O)c1ccccc1NC(=O)/C=C/c1cc(OC)c(OC)c(OC)c1 | 8 | -33 | 8 | -11 | 9 | 10 | 1 | -8 | -3 | 6 | ·
Cc1ccc(OC(=O)CCC(=O)Nc2ccc(C(N)=O)cc2)cc1 | -1 | 4 | 1 | 9 | -2 | -3 | 12 | 7 | -6 | -37 | -6
CN(C(=O)c1ccncc1)C1CCCCC1 | -2 | -9 | 1 | 0 | 7 | 0 | 13 | 1 | 6 | -13 | -18
S=C(NCCc1ccccc1)Nc1ccc(Nc2ccccc2)cc1 | -2 | -9 | 3 | -6 | 16 | 14 | 3 | 2 | 0 | 24 | -5
O=C1c2ccccc2C(=O)N1c1ccc(Br)c2cccnc12 | 24 | -6 | 2 | -4 | -8 | 9 | -15 | 4 | -14 | 7 | -3
O=C(CSc1nnc(-c2ccccc2)n1-c1ccccc1)c1cccs1 | -3 | -5 | 0 | 16 | 7 | 6 | 14 | 1 | -6 | -7 | -6
CCOC(=O)Nc1ccc(OC(=O)Oc2ccc(NC(=O)OCC)cc2)cc1 | 9 | 5 | · | -7 | -9 | -39 | -21 | -17 | 0 | -10 | -8
Cc1cc(C)nc(NS(=O)(=O)c2ccc(NC(=O)COc3ccccc3F)cc2)n1 | -2 | 0 | 0 | 5 | 3 | -16 | 11 | 5 | -14 | -8 | -3
C=CCNC(=S)/N=c1/ccccn1CCC | -6 | -1 | 5 | -4 | 10 | -2 | 5 | 5 | 2 | 35 | 9
O=C(CN(C(=O)c1csnn1)c1ccccc1Cl)NC1CCCCC1 | -3 | -16 | · | 8 | 8 | -13 | 6 | 15 | 2 | 4 | -7
O=C1C=C(N(CCO)CCO)C2(CCCCC2)O1 | 10 | -5 | 0 | 0 | -3 | -8 | 10 | 6 | -2 | -16 | -4
CCNc1nc(NC(C)C)nc(NS(=O)(=O)c2ccc(C)cc2)n1 | 0 | -16 | 0 | 3 | 16 | -14 | 9 | 4 | -3 | 4 | 0
COC(=O)[C@]1(C)N[C@H](CN(C)C(=O)c2ccccc2)[C@@H]2C(=O)N(C)C(=O)[C@@H]21 | 10 | -3 | · | 5 | 4 | 2 | 17 | -1 | -10 | -13 | -6
O=C(NC1CCOC1=O)c1ccccc1 (stereo not drawn) | -21 | -12 | · | -10 | 8 | 25 | -1 | -2 | 2 | -44 | -6
Cc1cc(C)c(S(C)(=O)=O)c(S(=O)(=O)c2ccc(Cl)cc2)n1 | 5 | -4 | 2 | 16 | 14 | -2 | 11 | 6 | -19 | -23 | ·
COc1cccc(NC(=O)CN(C)C(=O)CCC(=O)c2cc(C)sc2C)c1 | -7 | 12 | · | -8 | 11 | 9 | -1 | -3 | 5 | -17 | -7
COc1cc(C2C3=C(CCCC3=O)Nc3[nH]n(-c4ccccc4)c(=O)c32)ccc1O (stereo not drawn) | 16 | -9 | -6 | -8 | 3 | -3 | -9 | -10 | -7 | 9 | -4
CN=C1N(C)C[C@@H]2[C@@H]3C(=O)N(Cc4ccccc4)C(=O)[C@@H]3[C@](Cc3ccccc3)(C(=O)OC)N12 | 5 | 4 | · | 13 | -2 | -12 | 6 | -2 | 8 | -66 | -10
Cc1ccc(S(=O)(=O)n2nc(-c3ccc(Cl)cc3)nc2NCc2ccco2)cc1 | 6 | 2 | 2 | -30 | -61 | 8 | -64 | -54 | 2 | 3 | -3
Cc1cc(C(=O)Nc2nc3ccc(S(C)(=O)=O)cc3s2)c(C)o1 | 15 | -60 | 0 | 2 | -207 | 12 | -150 | -60 | 4 | -43 | -7
CC/C=C/C(=O)N1CC2(CC(c3cccc(NC(=O)CCCCC)c3)=NO2)C[C@H]1C(N)=O (stereo partly drawn) | -5 | 9 | 1 | -4 | 26 | -3 | 6 | -5 | -2 | -5 | -10
COC(=O)c1cc(C#N)c(NCc2ccccc2)nc1C | · | -4 | 2 | -4 | -14 | 5 | -2 | 4 | 6 | -7 | -1
CCC(C)NC(=O)CSc1nnc(-c2cc(-c3cccs3)nc3ccccc23)o1 (stereo not drawn) | 4 | 2 | 0 | -2 | 2 | -19 | -10 | -2 | -14 | 9 | -4
COc1cccc2c1OCC/C2=N\NC(=O)COc1ccccc1C | 5 | -24 | 1 | -2 | -57 | -5 | 18 | -4 | -11 | -2 | -4
